Screens: PubChem, National Center for Advancing Translational Sciences (NCATS)
IMPase Li cell: qHTS Assay for Identifying the Cell-Membrane Permeable IMPase Inhibitors: Potentiation with Lithium; CHO-M1 cells, IP1 TR-FRET (IP-One), carbachol + lithium; Potency, µM (top dose mostly 59.4 µM), for the others: at the top dose activity, negative = IMPase inhibition, usual class: inhibitors; 210,000 tested, 0.35% active; AID 1457, 2008;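 further: IP1 builds up when IMPase is blocked and the TR-FRET signal falls; potency means the concentration at half of the fitted maximal effect; plate controls were basal vehicle for no effect and high inhibitor control for full effect; nearly all actives have a fitted effect of over 50% in size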
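CHO cells stably expressing M1 receptor (2000/well, cultured 16–30 h) treated 30 min at 37C with compound plus low lithium. Cytosolic IP1 by TR-FRET (665/620 ratio and 620 channel) after 10 min lysis; AC50 by Hill fit.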
HTT aggregate: qHTS Multiplex Assay to Identify Dual Action Probes in a Cell Model of Huntington: Aggregate Formation (GFP). PC12 HttQ103-GFP aggregates, Acumen cytometry, 40 h. Potency, µM (series often up to 46.1 µM), for inactives: at the top dose activity change, negative = inhibition, hits mostly inhibitors. 220,000 tested, 1.1% active. AID 1688, 2009; further: potency means the concentration at half of the fitted maximal effect; on the % scale 0 is the no-effect control and ±100 the full control effect; nearly all actives have a fitted effect of over 60% in size
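PC12 cells with ecdysone-inducible HTT exon1 Q103-GFP, induced by 100 nM tebufenozide, given compounds in a concentration series. GFP aggregates (1–25 um, 6 SD above background) counted in lysates by laser-scanning cytometry, 488 nm excitation.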
KinaseGlo FLuc: Counterscreen for Luciferase (Kinase-Glo TM) Inhibition; Luciferin 4-monooxygenase (Photuris pensylvanica), Q27757; Kinase-Glo luciferase, ATP luminescence, 8 min; Potency, µM (highest dose often 38.3 µM), for the others: top-dose activity change, negative = inhibition, most hits filed as inhibitors; 200,000 tested, 0.28% active; AID 1379, 2008; further: potency means the concentration at half of the fitted maximal effect; on the % scale 0 is the no-effect control and ±100 the full control effect; nearly all actives have a fitted effect of over 60% in size
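Substrate mix (final 50 mM imidazole pH 7.2, 50 mM KCl, 7 mM MgCl2, 10 uM ATP, 0.01% Tween 20, 0.05% BSA) plus pin-tool compound, then Kinase-Glo detection mix; 8 min ambient, luminescence read.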
CBFb RUNX1 block: qHTS Assay for Compounds Blocking the Interaction Between CBF-beta and RUNX1 for the Treatment of Acute Myeloid Leukemia. Runt-related transcription factor 1 (Homo sapiens) + Core-binding factor subunit beta …. AlphaScreen CBFb-His/RUNX1-biotin binding, biochemical. Potency, µM (series often up to 59.8 µM), for the others: at the top dose activity, negative = inhibition, usual class: inhibitors. 230,000 tested, under 10 active; further: % of control where 0% means no effect
Target sequence (Q01196 whole entry, looked up): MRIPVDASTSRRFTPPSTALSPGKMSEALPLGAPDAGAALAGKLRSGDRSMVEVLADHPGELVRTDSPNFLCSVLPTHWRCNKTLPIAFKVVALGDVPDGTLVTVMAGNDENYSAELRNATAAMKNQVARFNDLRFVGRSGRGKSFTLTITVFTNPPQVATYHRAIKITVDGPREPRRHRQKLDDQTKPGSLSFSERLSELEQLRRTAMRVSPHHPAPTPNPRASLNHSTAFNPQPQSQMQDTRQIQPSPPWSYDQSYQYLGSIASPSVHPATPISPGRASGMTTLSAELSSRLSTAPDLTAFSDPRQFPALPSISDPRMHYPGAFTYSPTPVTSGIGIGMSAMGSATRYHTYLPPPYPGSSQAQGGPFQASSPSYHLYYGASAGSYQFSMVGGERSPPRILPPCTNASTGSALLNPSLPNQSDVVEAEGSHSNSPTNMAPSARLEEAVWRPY
Target sequence (Q13951 whole entry, looked up): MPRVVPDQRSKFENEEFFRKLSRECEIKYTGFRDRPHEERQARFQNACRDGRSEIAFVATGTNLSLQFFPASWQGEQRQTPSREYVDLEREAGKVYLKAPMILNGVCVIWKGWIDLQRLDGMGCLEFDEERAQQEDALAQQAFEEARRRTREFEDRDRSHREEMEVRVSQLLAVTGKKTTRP
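Proteins preincubated together for 20 min at RT before compound addition; 15 min later, nickel and streptavidin beads were added and left 90 min prior to AlphaScreen measurement.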
SMN2 splice up: qHTS Assay for Enhancers of SMN2 Splice Variant Expression | HEK293 SMN2-luciferase splicing reporter, luminescence, 30-36 h | Potency, µM (top dose mostly 46.1 µM), inactives show top-dose activity change, positive = activation, hits mostly activators | 210,000 tested, 2.8% active | AID 1458, 2008; further: potency means the concentration at half of the fitted maximal effect; % of control where 0% means no effect; nearly all actives have a fitted effect of over 55% in size
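HEK293 cells carry an SMN2 […]–luciferase reporter in which exon 7 inclusion puts luciferase in frame. Cells were plated 10-12 h before compound addition, then incubated 30-36 h at 37C. ONE-Glo luminescence was read; sodium butyrate at 4.5 mM final served as control.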
Lamin A splicing: qHTS Assay for Modulators of Lamin A Splicing | HeLa LMNA splicing GFP/RFP minigene ratio, 48 h | Potency, µM (series often up to 46.1 µM), without a hit: at the top dose ratio change, negative = inhibition, actives largely listed as inhibitors | 200,000 tested, 0.01% active | AID 1487, 2009; active means well fitted inhibition curve with a large enough effect in the signal ratio, with a control signal flat, not every such curve was filed as active; inconclusive means small, poorly fitted or top-dose-only effect, or effect the other way, or a change in a side signal; the % refers to the signal ratio; further: potency means the concentration at half of the fitted maximal effect; on the % scale 0 is the no-effect control and ±100 the full control effect
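Read-out is the ratio of GFP to DsRed2 object intensity, acquired by 488 nm laser-scanning cytometry on HeLa lamin A-EGFP minigene reporter cells. Compound incubation 48 hrs at 37 °C in Opti-MEM with 2% FBS; DMSO 0.5% final.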
HTT ATP protect: qHTS Multiplex Assay to Identify Dual Action Probes in a Cell Model of Huntington: Cytoprotection (ATP) | PC12 HTT-Q103 induced, cytoprotection, ATP luminescence, 40 h | Potency, µM (titrated, usually from 56.4 µM), for inactives: cytoprotection (ATP increase), usual class: activators | AID 1471, 2008 | 230,000 tested, 0.14% active;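 further: potency means the concentration at half of the fitted maximal effect; % of control where 0% means no effect; nearly all actives have a fitted effect of over 45% in size; toxic huntingtin expression switched on by the ecdysone agonist tebufenozide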
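Rat PC12, Q103 Htt exon1-GFP fusion, ecdysone promoter; tebufenozide inducer 100 nM final; compound titration; qHTS, 1500 cells/well; ATPlite luminescent read.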
Starred values were filed as active, the others as inactive; ? = inconclusive; / = not tested or not shown; [ ] = dose if it differs, or a comment. Unless noted, the call rests on the fitted dose curve; in most records, active means well fitted curve in the direction sought with a large enough effect; inconclusive means small, poorly fitted or top-dose-only effect, or another doubt; inactive means no such curve, though single readings can be large; an effect the other way counts as inactive or inconclusive.

#1 CN(C)c1nc(N)nc(/C(C#N)=C/C2CC3C=CC2C3)n1 (stereo not given)
#2 COc1ccc(-c2nnc(SCC(=O)Nc3nncs3)o2)cc1
#3 O=C(O)c1ccc2c(=O)n(-c3ccc(F)cc3)c(=S)[nH]c2c1
#4 Cc1cc(N(C)/N=C/c2ccccc2O)nc(-c2ccccc2O)n1
#5 O=C(CCC(=O)OCCCC(F)(F)C(F)(F)F)Nc1ccccc1
#6 COC(=O)CCC(=O)OC1(C)C(=O)C=C2C=C(C3CC3)OC=C2C1=O (stereo not given)
#7 CCNc1nc(Oc2ccccc2)nc(OC(C)C(=O)OCC)n1 (stereo not given)
#8 CCCCNC(=O)CC1N=C2c3ccccc3N=C(SCC(=O)Nc3ccccc3OC)N2C1=O (stereo not given)

assay / compound	1	2	3	4	5	6	7	8
IMPase Li cell	-11%[38.3 µM]	-9%	/	2%	7%[38.3 µM]	9%	4%	-15%[38.3 µM]
HTT aggregate	?	2%	13%[9.22 µM]	?	-9%[9.22 µM]	/	6%	9%
KinaseGlo FLuc	-10%	1%	/	1%	-4%	-2%	0%	-2%
CBFb RUNX1 block	8%	-6%	10%	1%	3%	-14%	3%	13%
SMN2 splice up	21%	1%	/	11%	-8%	6%	-14%	-20%
Lamin A splicing	?	/	/	/	0%	/	-12%	?
HTT ATP protect	-16%[10 µM]	-115%[inhibitor]	2%[10 µM]	/	-6%	-18%	0%[10 µM]	2%

#9 Cc1noc(C)c1C(=O)NC(C)C12CC3CC(CC(C3)C1)C2 (stereo not given)
#10 COC(=O)/C(=C\C(=O)c1ccccc1)Nc1ccc(OC)cc1
#11 COc1ccc(C2/C=C\CN(C(=O)OCC3c4ccccc4-c4ccccc43)CC(=O)N2Cc2cccc(F)c2)cc1 (stereo not given)
#12 COc1ccc(-c2cc(-c3cccs3)c(C#N)c(SCC(=O)NCc3ccccc3OC)n2)cc1
#13 NS(=O)(=O)c1ccc(NC(=S)NCc2ccco2)cc1
#14 COc1cc(C2C(C#N)=C(N)N(c3cccnc3)C3=C2C(=O)CC(C)(C)C3)ccc1O (stereo not given)
#15 Cc1ccsc1-c1nc(CSCC(=O)N2CCN(c3ccccc3)CC2)c(C)o1
#16 CCN(CC)C(=O)c1n[nH]c(=O)c2ccccc12

assay / compound	9	10	11	12	13	14	15	16
IMPase Li cell	5%	/	4%	?	6%	30%[38.3 µM]	3%[38.3 µM]	16%[38.3 µM]
HTT aggregate	19%	-3%[9.22 µM]	/	16%	-12%[9.22 µM]	6%	13µM*	6%
KinaseGlo FLuc	-1%	/	3%[39.9 µM]	2%	-1%	1%	5%	3%
CBFb RUNX1 block	4%	-13%	-9%	9%	-2%	-4%	-3%	2%
SMN2 splice up	-6%	/	/	-17%	/	2%	-18%	-7%
Lamin A splicing	/	/	/	0%[0.0737 µM]	7%[46 µM]	17%	-18%	-6%
HTT ATP protect	-47%[inhibitor]	-3%[10 µM]	-20%[40.3 µM]	-11%	-2%[10 µM]	2%	10%	-5%

#17 COc1ccccc1CCc1nnc(CCC(=O)NCCCOc2cccnc2)o1
#18 O/N=C1\CC/C(=N\O)c2nn(-c3ccccc3Cl)nc21
#19 O=C1NC(CCc2ccccc2)C(=O)N1Cc1cccc2ccccc12 (stereo not given)
#20 COCCn1c(SCC(=O)Nc2ccccc2)nc2c(oc3ccccc32)c1=O
#21 CCN(CCN(C)C)C(=O)c1ccc2c(c1NCCO)C(=O)c1ccccc1C2=O
#22 CSC1=N/C(=C\c2ccc(F)cc2)C(=O)S1
#23 Cn1c2ccccc2c2nn(-c3ccccc3)c(=O)cc21
#24 O=C(NCCOc1ccccc1F)c1cc(F)c(F)cc1Cl

assay / compound	17	18	19	20	21	22	23	24
IMPase Li cell	-1%	2%[38.3 µM]	22%	0%	63%[activator]	6%[38.3 µM]	-3%[38.3 µM]	?
HTT aggregate	11%[9.22 µM]	?	18%	8%	?	9%	-8%	1%
KinaseGlo FLuc	/	-1%	-1%	2%	?	0%	3%	-6%
CBFb RUNX1 block	11%	6%	-6%	8%	-6%	1%	8%	3%
SMN2 splice up	/	-9%	9%	8%	-64%[inhibitor]	-7%	-15%	2µM*
Lamin A splicing	/	4%	-12%	/	/	?	5%	0%
HTT ATP protect	-6%[10 µM]	-21%	-1%[10 µM]	-10%	-177%[inhibitor]	-11%	0%	10%[10 µM]

#25 Cc1cc2ncc(-c3cccc(Cl)c3)cn2n1
#26 CCOC(=O)N/N=C(\C)c1ccccc1OC(F)F
#27 O=c1[nH]cnc2sc3c(c12)CCC3
#28 O=C(/C=C/c1ccc(S(=O)(=O)NCc2ccco2)cc1)NCc1cccc(Cl)c1
#29 CN(c1cccc(NC(=O)CN(c2cccc(Cl)c2)S(=O)(=O)c2ccc(Cl)cc2)c1)S(C)(=O)=O
#30 COC(=O)C1=C(NC(=O)C(C)(C)C)CCS1
#31 Cc1cc(C)n2nc(NCc3ccccc3)nc2n1
#32 O=C(Nc1ccccc1C(F)(F)F)N1CCC(N2CCCCC2)CC1

assay / compound	25	26	27	28	29	30	31	32
IMPase Li cell	2%	-3%	/	13%	9%	-5%	-12%[38.3 µM]	-23%[38.3 µM]
HTT aggregate	7%	-6%	-15%[9.22 µM]	?	0%	-8%	6%	-2%
KinaseGlo FLuc	-5%	5%	/	1%	-3%	1%	-1%	8%
CBFb RUNX1 block	13%	-1%	0%	-7%	-7%	-1%	7%	-2%
SMN2 splice up	?	-2%	/	-9%	-23%	6%	-1%	-3%
Lamin A splicing	2%[46 µM]	-3%	/	-1%	?	-11%	-2%	1%
HTT ATP protect	-3%[10 µM]	/	-8%[10 µM]	3%[10 µM]	-3%[10 µM]	-2%[10 µM]	5%	0%

Some of the entries above, set out differently:
Every second line gives: IMPase Li cell	HTT aggregate	KinaseGlo FLuc	CBFb RUNX1 block	SMN2 splice up	Lamin A splicing	HTT ATP protect
(25) Cc1cc2ncc(-c3cccc(Cl)c3)cn2n1
  2%	7%	-5%	13%	?	2%[46 µM]	-3%[10 µM]
(26) CCOC(=O)N/N=C(\C)c1ccccc1OC(F)F
  -3%	-6%	5%	-1%	-2%	-3%	/
(27) O=c1[nH]cnc2sc3c(c12)CCC3
  /	-15%[9.22 µM]	/	0%	/	/	-8%[10 µM]
(28) O=C(/C=C/c1ccc(S(=O)(=O)NCc2ccco2)cc1)NCc1cccc(Cl)c1
  13%	?	1%	-7%	-9%	-1%	3%[10 µM]

The results go on:
#33 N#Cc1cc2c(nc1SCc1ccccc1)CCC2
#34 O=C(NCCN1CCOCC1)c1c(F)c(F)c(F)c(F)c1F
#35 Cc1ccc(C)c(NC(=O)CSc2nnc([C@@H](N)Cc3ccccc3)o2)c1
#36 COc1cc(OC)c(C2N(C)c3ccccc3N2C)cc1OC
#37 CC1=CC2=NC(=O)/C(=C\c3cc(C)n(-c4ccccc4F)c3C)C(=N)N2O1
#38 COc1ccc(-n2c(SCc3ccc([N+](=O)[O-])cc3)nnc2-c2ccccc2)cc1
#39 COc1ccc(N2CCN(C(=O)Cc3ccc(-n4c(=O)[nH]c5ccccc5c4=O)cc3)CC2)cc1
#40 CCOC(=O)N1CCN(C(=O)c2ccc(OCC)cc2)CC1

assay / compound	33	34	35	36	37	38	39	40
IMPase Li cell	?	5%[38.3 µM]	-17%[38.3 µM]	28%[38.3 µM]	11%	-3%	17%	-2%
HTT aggregate	6%	3%	15%	-11%	-19%	5%	-23%	20%[9.22 µM]
KinaseGlo FLuc	0%	-4%	2%	-1%	-3%	1%	5%	-2%
CBFb RUNX1 block	12%	1%	2%	15%	-1%	-2%	1%	3%
SMN2 splice up	-4%	3%	-13%	-12%	-6%[1.84 µM]	-47%[inhibitor]	-13%	/
Lamin A splicing	5%	2%	12%	?	?	?	-9%	9%[46 µM]
HTT ATP protect	-9%[10 µM]	-25%	-7%	19%[1.9 µM]	-26%[10 µM]	-5%[10 µM]	17%[1.9 µM]	12%[10 µM]

#41 COC(=O)c1cc(Br)c(=O)n(CCC2=CCCCC2)c1
#42 Nc1cccnc1Oc1ccc(F)cc1F
#43 CC(C)CNC(=O)COc1ccccc1[N+](=O)[O-]
#44 O=C(CSc1nc(-c2ccccc2)c(-c2ccccc2)o1)NC1CCS(=O)(=O)C1 (stereo not given)
#45 C/C(=N\NC(=O)CNC(=O)C(c1ccccc1)c1ccccc1)c1ccccc1
#46 Cc1cc(NC(=O)CSc2nc3ccccc3c(=O)n2Cc2ccc(F)cc2)no1
#47 COc1ccc(C2C3=C(CCCC3=O)Nc3nc(-c4cc(OC)c(OC)c(OC)c4)nn32)cc1OC (stereo not given)
#48 C/C(=N/NC(=O)c1cc(-c2cccc([N+](=O)[O-])c2)n[nH]1)c1cccc(O)c1

assay / compound	41	42	43	44	45	46	47	48
IMPase Li cell	27%[38.3 µM]	/	/	-5%	1%	?	17%	/
HTT aggregate	-6%	0%[9.22 µM]	-16%	-4%	3%	7%	24%	-15%[9.22 µM]
KinaseGlo FLuc	0%	/	/	-2%	-3%	-1%	-4%	/
CBFb RUNX1 block	10%	-7%	-4%	-9%	2%	6%	-7%	1%
SMN2 splice up	?	/	/	-20%	-7%	1%	8.9µM*	/
Lamin A splicing	-4%	/	-9%	-1%[46 µM]	-5%	10%	?	/
HTT ATP protect	-33%	15%[10 µM]	23%[10 µM]	-4%[10 µM]	16%[10 µM]	-1%	20%[10 µM]	15%[10 µM]
